# Screening results (PubChem BioAssay)
# PLCg1 inh: PLC-gamma1 enzyme inhibitors, primary screen, biochemical, fluorescence, purified enzyme | 1-phosphatidylinositol 4,5-bisphosphate phosphodiesterase gamma-1 (Homo sapiens), P19174 | fluorogenic substrate | inhibition, % at 12.2 µM | AID 720700, 2013 | actives 0.84% (n = 370,000); in the data active = inhibition above about 9.5%
# MBD2 DNA inh: inhibitors of MBD2 binding to methylated DNA, primary screen, biochemical, TR-FRET, DNA-binding domain, human. inhibition, % at 4.4 µM. Methyl-CpG-binding domain protein 2 (Homo sapiens), Q9UBB5. actives 0.31% (n = 370,000). AID 686964, 2013. MBD2 binding to methylated oligonucleotide; in the data active = inhibition above about 13%
# DDE Tn6 FP inh: inhibitors of Tn6 peptide binding to fibrin DD(E), primary screen, biochemical, fluorescence polarization, human fibrin, Tn6 probe | AID 720509, 2013 | actives 0.21% (n = 370,000) | inhibition, % at 8.3 µM | Fibrin DD(E) TRITC-Tn6 fluorescence polarization displacement;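 active = inhibition above a per-campaign cutoff: mean of compounds within control limits plus 3 SD, cut at about 15% in these data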;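 also: 0% = median of all compound wells on the plate and 100% = blocking peptide control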
# ARFGAP1 inh: inhibitors of rat ARFGAP1 GAP activity, primary screen, biochemical, fluorescence polarization, GDP tracer | ADP-ribosylation factor GTPase-activating protein 1 (Rattus norvegicus), Q62848 | Arfgap1-stimulated ARF1 GTP hydrolysis, GDP FP detection | inhibition, % at 16.5 µM | actives 0.26% (n = 360,000) | AID 651572, 2012;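 active = inhibition above a per-plate limit, mean inhibition of low control wells plus 3 SD, cut at about 25% in these data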;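 also: 0% = DMSO wells with enzyme and 100% = wells lacking Arfgap1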
# Target sequence (Q62848 1-136 limits assumed): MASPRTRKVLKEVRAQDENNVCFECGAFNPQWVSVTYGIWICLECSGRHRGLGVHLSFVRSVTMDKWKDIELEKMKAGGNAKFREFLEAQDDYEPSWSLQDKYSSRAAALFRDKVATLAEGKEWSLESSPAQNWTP
#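 Assay system: Rat Arfgap1 GAP domain (His6, aa 1-136), purified enzyme | Buffer or medium: HEPES 25 mM pH 7.5, NaCl 150 mM, MgCl2, DTT | Schedule: GTP hydrolysis reaction 2 h at 25 °C | Signal: FP of antibody-bound GDP Alexa 633 tracer, ex 620/em 688 nm | Measure: Percent inhibition of Arfgap1-stimulated GTP hydrolysis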
# Tn7 DDE FP: inhibitors of Tn7 peptide binding to fibrin DD(E), primary screen, biochemical, fluorescence polarization, human fibrin, Tn7 probe; Fibrinogen beta chain (Homo sapiens), P02675; FP displacement of FITC-Tn7 peptide from fibrin DD(E); 0% = median of compound wells per plate; inhibition, % at 8.3 µM; actives 0.13% (n = 370,000);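 active = inhibition above the mean of compounds falling within the control limits plus 3 SD of them, cut at about 14% in these data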;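 also: 0% = plate median of compound wells and 100% = 10 µM Aha-Tn7 peptide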
#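 system = human fibrin DD(E) protein | quantity = DD(E) 2 µM final | medium = Tris/NaCl/CaCl2 buffer, pH 7.8 | also added = labelled Tn7 tracer, 0.1 µM | compound dosing = single point at 8.3 µM | timing = compound with protein 10 min, then 3 h after probe, room temperature | signal = FP measurement | benchmarks = Aha-Tn7 high control | repeats = one replicate per compound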
# UHRF1 MBD2 ctr: UHRF1 methylated DNA binding inhibitors, primary screen, counter-screen for MBD2 inhibitor project, biochemical, TR-FRET, human UHRF1, single concentration | AID 687016, 2013 | inhibition, % at 4.4 µM | UHRF1 binding to methylated oligo | actives 0.75% (n = 370,000) | E3 ubiquitin-protein ligase UHRF1 (Homo sapiens), Q96T88; in the data active = inhibition above about 21%;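 also: UHRF1 SRA domain binding a hemimethylated CpG hairpin DNA probe; 0% = median of test compound wells and 100% = reference inhibitor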
# PLC-beta3 inh: human PLC-beta3 inhibitors, primary screen, biochemical, fluorescence; Purified PLC-beta3, fluorogenic substrate; AID 720704, 2013; 1-phosphatidylinositol 4,5-bisphosphate phosphodiesterase beta-3 (Homo sapiens), Q01970; inhibition, % at 12.2 µM; actives 0.18% (n = 370,000); in the data active = inhibition above about 11%;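 also: 0% = median of compound wells on plate and 100% = full blocker control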
# ADAM17 inh: ADAM17 inhibitors, primary screen, biochemical, QFRET; recombinant ADAM17, EDANS/DABCYL FRET peptide cleavage; AID 720648, 2013; inhibition, % at 6.95 µM; actives 0.83% (n = 370,000);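 active = inhibition above the mean of compounds lying between control limits plus 3 SD, set per campaign, cut at about 8.5% in these data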;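 also: 0% = DMSO-only wells as the low control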
# Target sequence (P78536 215-824 limits assumed): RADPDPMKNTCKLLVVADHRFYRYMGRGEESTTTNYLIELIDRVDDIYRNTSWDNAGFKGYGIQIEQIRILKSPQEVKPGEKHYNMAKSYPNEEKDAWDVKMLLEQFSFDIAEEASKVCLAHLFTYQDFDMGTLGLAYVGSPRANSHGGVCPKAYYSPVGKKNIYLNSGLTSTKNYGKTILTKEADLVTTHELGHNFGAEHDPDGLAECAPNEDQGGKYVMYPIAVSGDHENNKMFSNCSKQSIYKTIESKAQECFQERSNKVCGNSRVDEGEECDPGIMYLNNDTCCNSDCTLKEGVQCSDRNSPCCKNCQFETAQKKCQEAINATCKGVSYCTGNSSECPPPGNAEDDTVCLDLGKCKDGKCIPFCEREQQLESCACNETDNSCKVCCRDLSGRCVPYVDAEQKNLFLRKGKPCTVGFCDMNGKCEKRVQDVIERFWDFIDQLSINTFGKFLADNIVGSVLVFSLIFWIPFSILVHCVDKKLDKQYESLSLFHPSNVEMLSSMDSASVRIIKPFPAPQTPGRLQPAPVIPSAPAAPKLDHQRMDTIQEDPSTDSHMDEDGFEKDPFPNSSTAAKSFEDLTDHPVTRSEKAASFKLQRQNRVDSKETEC
# ASAP1 inh: inhibitors of human ASAP1 ArfGAP activity, primary screen, biochemical, fluorescence polarization | AID 624377, 2012 | ASAP1-stimulated ARF1 GTP hydrolysis, GDP FP detection | inhibition, % at 16.5 µM | Arf-GAP with SH3 domain, ANK repeat and PH domain-containing protein 1 (Homo sapiens), … | actives 0.19% (n = 360,000); in the data active = inhibition above about 25%;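 also: 0% = vehicle with enzyme and substrate and 100% = no enzyme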
# KLK7 zymogen act: proKLK7 zymogen activators, primary screen, biochemical, fluorescence intensity; Kallikrein-7 (Homo sapiens), P49862; purified proKLK7, EDANS-DABCYL substrate fluorescence; 100% is mature enzyme control, 0% vehicle; activation, % at 7 µM; actives 0.9% (n = 370,000); AID 652039, 2013;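 active = activation above the mean of all tested compounds plus 3 SD, computed per campaign excluding outliers beyond control limits, cut at about 13% in these data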
# Target sequence (P49862 whole entry, looked up): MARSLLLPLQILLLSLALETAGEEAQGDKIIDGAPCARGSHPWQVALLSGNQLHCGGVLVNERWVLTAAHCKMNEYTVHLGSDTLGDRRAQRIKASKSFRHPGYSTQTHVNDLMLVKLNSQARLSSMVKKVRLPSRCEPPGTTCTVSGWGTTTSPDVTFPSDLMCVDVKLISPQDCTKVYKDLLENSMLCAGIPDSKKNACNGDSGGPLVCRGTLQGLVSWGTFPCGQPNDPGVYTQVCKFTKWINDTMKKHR
# Numbers without * were called inactive; i = inactive; . = no result given.
SMILES,PLCg1 inh,MBD2 DNA inh,DDE Tn6 FP inh,ARFGAP1 inh,Tn7 DDE FP,UHRF1 MBD2 ctr,PLC-beta3 inh,ADAM17 inh,ASAP1 inh,KLK7 zymogen act
O=[N+]([O-])c1ccc(/C=C/c2ccc3ccccc3n2)cc1,-6,-3,-2,13,-11,0,-12,4,8,-3.0
COc1ccccc1NC(=O)COC(=O)[C@@H]1CCCN1C(=O)c1cccs1,7,4,-5,5,-8,2,6,3,14,0.3
COC(=O)c1ccccc1NC(=S)NC(=O)C1CCCCC1,4,-4,-9,13,0,-4,1,0,0,0.6
COc1cccc(NC(=O)NCCCSC2CCCCC2)c1,1,4,-2,13,5,-1,-2,2,-7,0.5
CCc1cc(C(=O)OCC(=O)NCCc2ccccc2)sc1C,-2,-6,4,-12,1,-1,-7,1,0,0.1
CN(C)C1CCN(C(=O)c2cccc(OC3CCN(S(=O)(=O)N(C)C)CC3)c2)C1 (stereo unspecified),3,-2,2,6,-3,0,-2,4,-3,-0.2
CCOc1ccc(/C=C(\C(=O)O)c2ccc(S(=O)(=O)N3CCCCC3)s2)cc1OC,-50,0,3,6,3,2,-80,-11,1,-0.4
O=C(Cc1cccs1)NCCc1cn2ccccc2n1,-1,5,-8,-1,2,2,-19,-10,14,-0.1
Cc1ccc(NC(=O)C2CCN(C(=O)NC3CCCCC3)CC2)cc1Cl,0,1,5,-2,2,1,3,-2,-1,-0.2
c1ccc(-c2nc(NCCCN3CCOCC3)c3ccccc3n2)cc1,-1,6,-1,-4,-1,4,-1,-1,1,0.3
COc1ccc(NC(=O)CC(C)n2ccnc2)cc1 (stereo unspecified),1,0,4,-3,-3,-2,0,-4,-3,-0.7
O=C(C1=NN(c2ccccc2)C2C(=O)N(c3ccccc3Cl)C(=O)C12)c1ccccc1 (stereo unspecified),i,2,0,-3,-9,-1,i,-2,12,-115
Cc1oc2c(F)c(F)c(F)c(F)c2c1S(=O)(=O)Nc1cccc(C(F)(F)F)c1,-2,1,-3,3,-9,-3,-7,5,5,0.2
Cn1c(=O)cc(SCC(=O)N2CCOCC2)c2ccc(Cl)cc21,2,2,1,3,-4,0,-2,-2,-10,-0.3
COc1ccc(C(=O)OCc2c(-c3ccccc3)ncc3ccccc23)cc1,2,-4,-5,-1,-2,1,-5,-2,1,0.7
COc1ccccc1NC(=O)/C=C1\SCC(=O)N1C,3,1,-5,0,0,-1,4,1,5,-0.2
Cc1ccc(CC(=O)Nc2cc([N+](=O)[O-])ccc2F)cc1,-3,3,-3,3,1,1,-1,-4,-6,-0.1
COc1ccc(S(=O)(=O)n2cnc3ccccc32)cc1,-1,-1,-6,-5,-8,3,2,-2,-4,-0.2
O=C(NCc1ccccn1)Nc1ccc2c(c1)OCO2,2,-1,2,2,0,4,0,0,8,-0.1
S=c1[nH]nc(-c2ccc(Cl)cc2Cl)n1Cc1ccccc1,-2,4,6,-6,5,0,-2,-1,-8,0.0
CCc1ccc(-n2c(=O)c3ccc(C(=O)NCCc4ccccc4)cc3n(CC(N)=O)c2=O)cc1,-3,4,6,17,1,0,-8,-7,4,0.8
O=[N+]([O-])c1nn(-c2ccc(Cl)cc2)n(O)c1=NCc1ccccc1,1,-2,-3,-6,3,-5,-5,0,3,0.2
Clc1ccccc1Nc1nc2ccccc2o1,-2,1,0,-8,-4,1,-8,0,0,-0.2
COCCn1c(Cc2ccccc2)nnc1SCc1ccc([N+](=O)[O-])cc1,-2,-3,-3,-6,1,-1,3,1,-5,-0.6
CCN1CCN(CC(=O)Nc2ccc(C)c(Br)c2)CC1,-1,8,-3,4,6,3,1,-5,2,-1.1
SMILES,PLCg1 inh,MBD2 DNA inh,DDE Tn6 FP inh,ARFGAP1 inh,Tn7 DDE FP,UHRF1 MBD2 ctr,PLC-beta3 inh,ADAM17 inh,ASAP1 inh,KLK7 zymogen act
COc1ccc(CC(=O)N/N=C(\C)c2cccs2)cc1,0,-4,3,5,-2,0,-4,0,0,0.4
CC1CCCN(C(=O)COC(=O)Cc2c(F)cccc2Cl)C1 (stereo unspecified),-1,0,-7,0,1,0,-7,-4,-2,-0.7
CC12CCC3c4ccc(O)cc4CCC3C1CC(=NO)C2O (stereo unspecified),-2,4,6,1,-1,5,-5,-3,2,-0.6
C/C(N)=C(/C#N)C(=O)COc1ncnc2ccc(Br)cc12,3,3,1,-2,-7,5,-1,2,-6,-0.3
O=C(NNC(=O)c1ccncc1)Nc1ccc(Br)cc1,1,6,1,-13,7,8,-1,-2,4,-1.2
O=C1c2cc3ccccc3c(-c3ccccc3)c2C(=O)N1c1ccccn1,-2,-5,-4,4,-3,-1,4,-2,6,-1.6
CCOc1ccc(C(=O)Nc2c3c(nn2-c2ccccc2)CS(=O)(=O)C3)cc1,-7,0,-1,-4,1,0,-14,-6,12,0.0
COc1ccc(N2CCN(C(=O)c3ccccc3)CC2)c([N+](=O)[O-])c1,0,-1,-8,8,9,1,-1,-4,-12,-0.1
Cc1ccc(NC(=O)C2CCCC2)c(Br)c1,1,2,0,8,4,2,0,-8,-13,0.2
CCOc1cc(/C=C2\COc3ccccc3C2=O)ccc1OCC(=O)N(C)C,-5,1,-3,-3,-11,-2,-12,0,-17,1.5
CCOC(=O)[C@@H]1[C@H]2COc3cc(OC)ccc3[C@@H]2N2C(=O)N(c3ccc(OC)cc3)C(=O)[C@]12C,1,-11,4,-7,9,0,1,0,2,0.5
CC1(Cc2ccc(C(F)(F)F)nc2)C(=O)Nc2cc(-c3ccccc3Cl)ccc21 (stereo unspecified),-2,-1,4,10,3,-1,3,-1,-4,0.3
COc1ccc(COCC(O)CN2CCCCC2)cc1OC (stereo unspecified),2,2,6,15,11,2,-1,-2,10,0.0
Cc1ccc(-c2nnnn2-c2ccc(C)cc2)cc1,3,-3,-8,-6,-3,1,4,2,-17,-0.2
Cc1cccc(C)c1NC(=O)C1(N(Cc2ccco2)C(=O)CC2NC(=O)NC2=O)CCCC1 (stereo unspecified),0,-1,3,-2,-5,3,3,-1,1,0.4
Cc1oc2c(c1C(=O)N1CCC(C)CC1)C(=O)c1ccccc1C2=O,0,-13,-3,11,0,0,-1,1,5,0.0
COc1ccc(C(=O)C23CC4CC(C2)CC(C(=O)c2ccc(OC)cc2)(C4)C3)cc1,0,3,-4,8,-1,3,4,-1,12,-0.5
NNC(=O)CSc1nc(-c2ccccc2)cn1-c1ccccc1,4,1,2,-1,7,1,-3,0,8,0.6
CCO/C=N/c1c(C#N)c2c(c(=S)n1C)COC(C)(C)C2,-3,-1,8,-2,-1,-1,-7,2,0,0.7
Nn1c(SCC(=O)Nc2ccccc2F)nc2ccccc2c1=O,3,0,2,3,-12,-6,2,3,7,-0.4
COc1ccc(NC(=S)N(CCN2CCOCC2)Cc2ccccc2F)cc1,3,-2,3,8,1,-1,-3,0,-15,0.2
COc1cc(C(=S)N2CCOCC2)ccc1OC(=O)c1ccccc1C,-2,2,-8,7,-2,1,-6,-2,12,0.5
COc1ccc(-n2c(SCC(=O)Nc3ccccc3)nnc2-c2ccc(NS(=O)(=O)c3ccc(C)cc3)cc2)cc1,-1,-6,1,8,-2,-2,-25,-1,1,0.1
CCOc1cc(C=O)cc(N=Nc2cccc([N+](=O)[O-])c2)c1O,2,-9,-1,7,0,-1,-1,-2,9,-0.1
O=S1(=O)N[C@H](Cc2ccccc2)COc2cccc(N3CCC[C@@H]3CO)c21,5,6,-4,3,5,2,-1,1,-5,0.0

# An excerpt from the list above, for reference:
SMILES,PLCg1 inh,MBD2 DNA inh,DDE Tn6 FP inh,ARFGAP1 inh,Tn7 DDE FP,UHRF1 MBD2 ctr,PLC-beta3 inh,ADAM17 inh,ASAP1 inh,KLK7 zymogen act
COc1ccc(-n2c(SCC(=O)Nc3ccccc3)nnc2-c2ccc(NS(=O)(=O)c3ccc(C)cc3)cc2)cc1,-1,-6,1,8,-2,-2,-25,-1,1,0.1
CCOc1cc(C=O)cc(N=Nc2cccc([N+](=O)[O-])c2)c1O,2,-9,-1,7,0,-1,-1,-2,9,-0.1
O=S1(=O)N[C@H](Cc2ccccc2)COc2cccc(N3CCC[C@@H]3CO)c21,5,6,-4,3,5,2,-1,1,-5,0.0

# More results
SMILES,PLCg1 inh,MBD2 DNA inh,DDE Tn6 FP inh,ARFGAP1 inh,Tn7 DDE FP,UHRF1 MBD2 ctr,PLC-beta3 inh,ADAM17 inh,ASAP1 inh,KLK7 zymogen act
CN(C)c1nc(OCc2ccccc2)c2ncc(=O)[nH]c2n1,-159,4,1,-1,-2,2,-216,-54,-4,-1.1
CCOC(=O)C1CCC(C(=O)OCC)N1c1ccc(C=O)cc1 (stereo unspecified),-4,-2,8,4,-3,-1,-4,-5,0,0.6
CC1CCc2sc(C(=O)NCC(c3ccco3)N3CCCCC3)cc2C1 (stereo unspecified),-6,0,-2,-4,0,0,-4,0,-5,0.2
O=C(Nc1ccc(Cl)cc1)Nc1ccc(N2CCOCC2)cc1,3,-2,0,-11,2,2,4,2,1,-0.1
CC(=O)Nc1ccccc1C(=O)C(=O)Nc1cccc(C(=O)N2CC(C)CC(C)C2)c1 (stereo unspecified),0,0,-2,1,-2,-1,-3,-1,-10,0.5
CCOc1ccccc1NC(=O)CSc1nnnn1C1CCCC1,-1,0,-5,10,-2,0,-5,0,5,0.3
O=c1ccnc(Nc2ccc(Cl)cc2)[nH]1,0,2,10,-2,7,-1,-7,-4,-5,0.2
Cc1ccc(/C=N/Nc2cccc(C(=O)O)c2)s1,-14,-2,-8,-2,0,2,-15,-3,-6,0.9
CC(C)c1ccc(NC(=O)c2cccnc2)cc1,0,0,-4,4,-3,-2,3,-1,2,0.0
CCNC(=O)Cn1cnc2c1c(=O)n(C)c(=O)n2C,-2,-6,9,-2,6,0,1,-4,-21,0.2
O=C(CNC(=O)c1ccccc1F)NCc1ccccn1,-1,-4,-7,1,3,-3,-7,-1,-3,-0.1
CC#CC(=O)N[C@H]1CC[C@@]23CCCN2C(=O)CCC[C@H]3[C@H]1C,-3,-4,7,.,-1,0,1,2,.,.
COc1cccc2cc3c(=O)n(-c4ccccc4)nc-3oc12,0,-3,-5,1,10,3,-3,3,-4,-0.7

# Compounds as they come; any-hit rate near 4.1%.
